Source: PubChem
CHRM5 antagonist = antagonists of human muscarinic M5 receptor (CHRM5) | P08912 | CHO-hM5 cells, Fluo-8 calcium fluorescence, ACh EC80 | inhibition, % at 3 µM | hit rate 0.59% among 360,000 | AID 624040;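 active means inhibition above a per-plate cutoff, the mean of that plate's test compounds plus 3 SD, cut at about 27% in these data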;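 further: 0% = acetylcholine EC80 with DMSO and 100% = DMSO without agonist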
Target sequence (P08912 whole entry, looked up): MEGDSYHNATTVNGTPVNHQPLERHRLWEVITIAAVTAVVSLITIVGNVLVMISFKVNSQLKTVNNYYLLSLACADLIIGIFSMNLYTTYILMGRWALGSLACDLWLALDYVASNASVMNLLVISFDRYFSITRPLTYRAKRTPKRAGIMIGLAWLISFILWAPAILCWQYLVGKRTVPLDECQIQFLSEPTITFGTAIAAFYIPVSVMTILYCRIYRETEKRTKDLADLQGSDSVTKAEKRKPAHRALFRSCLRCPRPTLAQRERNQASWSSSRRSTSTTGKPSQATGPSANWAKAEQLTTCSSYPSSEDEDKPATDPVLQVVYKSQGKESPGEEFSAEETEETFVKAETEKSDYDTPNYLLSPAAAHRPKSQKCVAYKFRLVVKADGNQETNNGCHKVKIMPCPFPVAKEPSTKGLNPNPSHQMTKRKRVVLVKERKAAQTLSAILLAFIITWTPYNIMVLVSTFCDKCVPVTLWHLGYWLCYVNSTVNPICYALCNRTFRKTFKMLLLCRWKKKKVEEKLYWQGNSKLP
M5 ag = agonists of human muscarinic M5 receptor (CHRM5) | P08912 | CHO-K1 hM5 cells, Fluo-8 calcium fluorescence; 0% DMSO wells, 100% maximal acetylcholine response | activation, % at 3 µM | hit rate 0.19% among 360,000;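 active means activation above the run's mean over test compounds plus 3 SD, cut at about 23% in these data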;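 further: signal is peak over basal fluorescence ratio across the kinetic read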
TAAR1 agonist = human TAAR1 agonism; CHO RD-HGA16 TAAR1, Fluo-8 calcium fluorescence; vehicle wells 0%, saturating PEA agonist 100%; activation, % at 3 µM; hit rate 0.99% among 360,000; AID 624467;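 active means activation above the mean activation of all test compounds in the run plus 3 SD, cut at about 38% in these data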
Target sequence (Q96RJ0 whole entry, looked up): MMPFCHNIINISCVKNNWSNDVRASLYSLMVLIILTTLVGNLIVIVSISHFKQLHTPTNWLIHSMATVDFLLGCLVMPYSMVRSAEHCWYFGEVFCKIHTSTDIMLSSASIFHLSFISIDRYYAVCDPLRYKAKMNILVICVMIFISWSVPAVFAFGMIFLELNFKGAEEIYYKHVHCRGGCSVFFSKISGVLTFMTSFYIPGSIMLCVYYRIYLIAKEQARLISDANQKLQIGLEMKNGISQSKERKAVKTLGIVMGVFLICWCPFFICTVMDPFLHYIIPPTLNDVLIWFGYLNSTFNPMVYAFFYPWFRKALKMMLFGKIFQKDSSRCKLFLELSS
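Test system: RD-HGA16 (CHO) cells co-expressing Gα16 and hTAAR1; dosing: one-point dosing at 3 µM (nominal); timing: 17-24 h seeding, 75 min 37 °C dye, 30 min RT; signal: kinetic Fluo-8 calcium fluorescence; read-out basis: % activation relative to PEA EC100 response; controls: DMSO and PEA EC100; replicates: n 1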
CRFBP-R2 block = blocks CRF-induced signaling of the CRF-BP/CRF-R2 complex. HEK293 CRF-R2/CRF-BP, CRF-induced calcium fluorescence. inhibition, % at 11.8 µM. hit rate 0.59% among 350,000;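 active means inhibition of the ligand-induced calcium signal above about 50% at the single tested concentration, limit read from the data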
M5 PAM = potentiates acetylcholine response at human M5 receptor; CHO-K1 hM5, Fluo-8 calcium, ACh EC20 PAM; 0% = ACh EC20, 100% = ACh EC100; AID 624038; P08912; hit rate 0.3% among 360,000; activation, % at 3 µM;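 active means activation above the run cutoff, the mean activation of all test compounds plus 3 SD, cut at about 18% in these data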
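Assay system: CHO-K1 hM5 cells. Also added: acetylcholine at EC20 concentration, added after compound. Dosing: 3 µM, single dose. Times: compound preincubation 140 s before EC20 acetylcholine addition. Signal: Fluo-8 calcium fluorescence. Measure: % activation relative to EC20 and EC100 ACh responses. Repeats: singlicate, one well per test compound.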
CRFBP-R2 agonist = CRF-BP/CRF-R2 complex agonism; HEK293 CRF-R2/CRF-BP, calcium dye fluorescence (FLIPR); percent of saturating CRF peptide response; activation, % at 13.2 µM; hit rate 0.46% among 350,000;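 active means activation of at least 50%, plus an integration ratio under a set limit after plate pattern correction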;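 further: plate controls were neutral control wells without compound for no effect and CRF at EC100 for full effect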
CHRM4 PAM = positive allosteric modulators of human muscarinic M4 receptor; P08173; CHO-K1 hM4/Gqi5, Fluo-8 calcium fluorescence, ACh EC20; 0% = ACh EC20, 100% = maximal ACh; activation, % at 3 µM; hit rate 0.4% among 360,000;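 active means activation above its plate's cutoff, the mean activation of sample wells plus 3 SD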; further: some results filed as inactive read as strong as hits
CHO-K1 Ca PAM = nonselective activator or artifact in parental CHO-K1 calcium assay; activation, % at 3 µM; ATP EC20, Fluo-8 calcium fluorescence; 0% at ATP EC20, 100% at ATP max; hit rate 0.02% among 360,000;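 active means activation above the run cutoff, the mean activation of all test compounds plus 3 SD, cut at about 40% in these data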;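 further: peak over basal fluorescence ratio in a 140 s read after ATP addition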
TAAR1 antagonist = antagonists of human TAAR1 | inhibition, % at 3 µM | Q96RJ0 | hit rate 1.5% among 360,000 | CHO RD-HGA16 TAAR1, Fluo-8 calcium fluorescence, antagonist | AID 624466;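 active means inhibition above a per-plate cutoff, the mean inhibition of test compounds on that plate plus 3 SD, cut at about 49% in these data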;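 further: 0% = DMSO plus EC80 beta-PEA response and 100% = DMSO alone without agonist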
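Assay system: RD-HGA16 CHO cells with stable hTAAR1 and Gα16 / Reagent: EC80 β-phenethylamine stimulus / Doses: 3 µM, single point / Timing: dye loading 75 min at 37 °C, then 30 min room temperature / Measured by: Fluo-8 intracellular calcium dye fluorescence, real-time kinetic reads / Controls: vehicle wells and EC80 agonist wells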
Starred values were filed as active, the others as inactive; . = no result given.

Fields – M5 PAM	TAAR1 antagonist	CRFBP-R2 block	TAAR1 agonist	CHRM4 PAM	M5 ag	CRFBP-R2 agonist	CHO-K1 Ca PAM	CHRM5 antagonist
1. CC(C)N(CCNCc1nnc(-c2ccccc2)o1)C(C)C
 : 4	-28	13	2	-9	-5	3.6	5	-10
2. CCOCCn1c(C(C)C)nc2ccccc21
 : -2	4	-14	10	3	-7	0.7	10	-2
3. CCOC(=O)C(=CNc1ccc(NC2=NCC(C)S2)cc1)C(=O)OCC (stereo not drawn)
 : 9	-53	-47	10	2	-7	1.2	26	-10
4. O=C(Nc1ccccc1)Nc1ccc(Cl)c([N+](=O)[O-])c1
 : -15	-6	9	33	-10	11	5.3	2	28*
5. COc1cc(CN2CCNC(=O)C2CC(=O)N2CCc3ccccc3C2)cc(OC)c1 (stereo not drawn)
 : -1	-4	13	66*	2	-2	-0.2	7	0
6. COc1ccc(-n2c(SCC(=O)Nc3ccc(NC(C)=O)cc3)nc3ccccc3c2=O)cc1
 : -10	9	5	-1	-9	2	-1.0	6	5
7. CNC(=O)C1CC(=O)N(CCc2ccc(OC)c(OC)c2)C(=Nc2ccc(F)cc2)S1 (stereo not drawn)
 : 2	-8	14	5	-7	4	-2.1	11	10
8. O=[N+]([O-])c1c(NCCO)cc(N2CCN(Cc3ccc4c(c3)OCO4)CC2)c2nonc12
 : 3	11	9	1	9	-6	2.9	19	1
9. OCCCn1c(-c2ccccc2)n[nH]c1=S
 : -5	0	15	2	0	0	1.4	-4	2
10. COc1cccc(N2CCN(C(=O)c3ccc(CS(=O)c4ccc(Cl)cc4)o3)CC2)c1 (stereo not drawn)
 : -8	25	12	6	-5	-1	-0.9	3	11
11. Cc1nc(-c2ccc(S(=O)(=O)Nc3cc(F)ccc3F)cc2)co1
 : 2	-15	7	1	-5	1	5.1	1	5
12. Cc1ccc(NC(=O)COC(=O)c2cc(=O)c3ccccc3o2)cc1F
 : -1	2	3	26	3	4	-3.3	-1	0
13. CC(Oc1cccc(Cl)c1)C(=O)Nc1cc(S(=O)(=O)N2CCOCC2)ccc1N1CCCC1 (stereo not drawn)
 : 5	-4	-8	1	12	2	-1.1	-11	-7
14. Fc1ccc(Cn2nnc(-c3ccc(Cl)cc3)n2)cc1
 : 2	-18	9	-1	-2	-5	-0.4	-3	-1
15. CC(=O)c1ccc(NC(=O)C(C)O/N=C(\N)c2ccccc2)cc1 (stereo not drawn)
 : 0	5	-3	9	7	6	-3.3	17	2
16. FC(F)(F)c1ccc2c(c1)nc1n2CCCC1
 : 3	22	-3	4	3	-14	0.4	14	-11
17. O=C(c1ccc2snnc2c1)N1CCN(c2ccccn2)CC1
 : -1	-28	79*	3	6	0	-0.2	17	-2
18. Cc1ccc(S(=O)(=O)N(C)C)cc1NC(=O)c1ccncc1
 : 4	7	7	4	2	5	2.6	19	1
19. O=C(NNC(=O)c1ccc(Br)s1)c1cccc(S(=O)(=O)N2CCCC2)c1
 : 0	-14	7	19	8	3	-0.7	14	-1
20. Cc1ccc(CC(=O)N2CC(C)OC(C)C2)cc1 (stereo not drawn)
 : 1	-6	-10	10	3	-6	1.8	10	3

Compounds 18–20, quoted:
Fields – M5 PAM	TAAR1 antagonist	CRFBP-R2 block	TAAR1 agonist	CHRM4 PAM	M5 ag	CRFBP-R2 agonist	CHO-K1 Ca PAM	CHRM5 antagonist
18. Cc1ccc(S(=O)(=O)N(C)C)cc1NC(=O)c1ccncc1
 : 4	7	7	4	2	5	2.6	19	1
19. O=C(NNC(=O)c1ccc(Br)s1)c1cccc(S(=O)(=O)N2CCCC2)c1
 : 0	-14	7	19	8	3	-0.7	14	-1
20. Cc1ccc(CC(=O)N2CC(C)OC(C)C2)cc1 (stereo not drawn)
 : 1	-6	-10	10	3	-6	1.8	10	3

More compounds follow:
Fields – M5 PAM	TAAR1 antagonist	CRFBP-R2 block	TAAR1 agonist	CHRM4 PAM	M5 ag	CRFBP-R2 agonist	CHO-K1 Ca PAM	CHRM5 antagonist
21. Cc1ccc(OCc2nnc(SCC(=O)c3cccs3)n2-c2ccccc2)cc1C
 : -3	5	-33	12	4	-1	6.6	8	6
22. N#Cc1ccccc1CSc1nnc(-c2ccncc2)o1
 : 3	.	-17	.	12	-2	-2.6	12	-1
23. O=C(O)C1CCN(C(=O)COc2ccc3c4c(c(=O)oc3c2)CCC4)CC1
 : 11	2	-25	7	4	-6	1.9	8	-4
24. COc1ccc(/C=C(/NC(=O)c2ccco2)C(=O)Nc2ccc(C(=O)O)cc2)cc1
 : 3	-5	-11	-1	2	-1	-1.1	10	2
25. O=C(COc1ccc(Cl)cc1)Nc1ccccc1Cl
 : 13	-24	-8	4	-6	8	1.1	-15	-11
26. O=C(Cn1[nH]c(=O)c2ccccc2c1=O)N1CC=C(c2ccccc2)CC1
 : -5	-2	13	8	-1	-9	-2.5	18	3
27. O=C(Nc1ccc(CN2CCCCC2)cc1)c1cc(Br)ccc1Cl
 : -3	11	-9	5	-10	-9	-0.2	20	13
28. COc1ccc(OCC(=O)Nc2ncc3c(n2)CC(C)(C)CC3=O)cc1
 : 5	6	-3	1	16	-2	-2.6	22	-1
29. COC(=O)c1ccccc1NC(=S)N(Cc1ccc2c(c1)OCO2)Cc1cc2ccc(OC)cc2[nH]c1=O
 : -2	9	-6	7	5	-4	4.1	3	9
30. Oc1ccccc1CN1CCCC(N2CCc3ccccc3C2)C1 (stereo not drawn)
 : 1	3	7	2	-8	-9	0.3	23	8
31. CC(C)C(NC(=O)C12CC3CC(CC(C3)C1)C2)C(=O)O (stereo not drawn)
 : 10	9	1	12	4	0	-0.2	-5	10
32. C/C(=N/OCO/N=C(\C)c1ccccc1)c1ccccc1
 : 5	-19	24	-1	-1	2	1.2	-1	-3
33. COc1ccc(C(=O)CSc2[nH]c(=O)cc(C(F)(F)F)c2C#N)cc1
 : -11	-4	35	5	-6	10	17	8	6
34. C#Cc1cccc(-n2nnc(C(C)=O)c2C)c1
 : 1	-2	-6	6	13	1	-1.0	-5	-1
35. Cc1snc(SCC(=O)N/N=C(\N)COc2cccc(C(F)(F)F)c2)c1C#N
 : -8	5	4	1	-4	-1	-0.5	15	-5
36. CCN(CC)CCN(C)Cc1ccc(Br)cc1
 : -2	5	4	2	2	-6	-0.5	24	2
37. Cc1ccc(Nc2nc(/N=C/NO)n[nH]2)cc1C
 : -6	0	6	2	-3	-4	1.8	14	14
38. Cc1ccc2c(c1)N(CC(=O)NCc1cccs1)C(=O)C(C)O2 (stereo not drawn)
 : -4	-2	8	12	-4	-8	1.0	-9	0
39. CCOC(=O)c1c(NC(=O)COC(=O)c2cnccn2)sc(C(=O)NC)c1C
 : 3	-25	34	0	7	-2	-3.2	6	8
40. N/C(=N\c1nc2c(c(=O)[nH]1)CCCC2)Nc1ccccc1
 : 5	14	6	9	7	-4	-1.8	0	4
41. COc1ccc(CCN(C)C(=O)C23CC4CC(CC(Cl)(C4)C2)C3)cc1OC
 : 3	-10	-4	-1	-2	1	-0.5	6	-2
42. C=CCC[C@H](Cc1ccc(F)cc1)C(=O)OC[C@H](Cc1c[nH]c2ccccc12)NC(=O)[C@H](CC=C)CC(=O)N(CCO)Cc1ccccc1
 : 4	29	0	2	-6	0	-0.6	9	12
43. COCc1cc(C)nc(OCC(=O)N/N=C/c2ccccc2)c1C#N
 : -12	-2	-4	8	-6	-4	2.3	18	9
44. O=c1cc(-c2ccc(O)c(O)c2)oc2cc(O[C@@H]3O[C@H](CO)[C@@H](O)[C@H](O)[C@H]3O)cc(O)c12
 : -4	.	9	.	6	1	0.4	14	14
45. COc1ccccc1CNC(=O)CSc1ccc(C(=O)Nc2ccccc2OC)cc1[N+](=O)[O-]
 : -3	7	-2	0	11	0	1.6	15	-3
46. C=CCc1c(O)nc(SCC(=O)c2ccccc2)[nH]c1=O
 : -3	4	12	10	9	1	0.6	18	5
47. CN1CCC(N(C)C(=O)/C(C#N)=C\c2ccc(OC(F)F)cc2)CC1
 : -3	-10	6	3	2	-3	3.4	-13	18
48. O=C(Nc1nccs1)c1cnccn1
 : -5	-2	-12	8	6	0	-0.3	-13	-3
49. CC1=CC(=O)Nc2ncccc2O1
 : -1	-18	13	5	14	0	3.5	-11	-8
50. COc1ccc(/C=N/n2cc(-c3ccc(OC)cc3)nc2N)cc1
 : 1	.	5	.	1	1	0.2	2	0
51. CCOC(=O)c1c(C(C)(C)C)oc2ccc(OCC#N)cc12
 : -16	17	12	7	-14	-6	4.0	19	-9
52. CC(C)Nc1nnc(SCC(=O)Nc2sccc2C#N)s1
 : 0	-11	2	0	-1	1	-0.3	14	11
53. CN1C(=O)[C@H]2[C@@H](C3CC3)N3C(=O)CN(Cc4ccccn4)C(=O)[C@@]3(Cc3ccccc3)[C@H]2C1=O
 : 2	4	7	1	3	2	1.1	-4	3
54. N#CSC(c1ccccc1)c1nc2ccccc2[nH]c1=O (stereo not drawn)
 : -5	-6	-8	-1	0	-2	1.2	10	14
55. O=C(O)CCN(CC(=O)c1ccc(Cl)cc1)S(=O)(=O)c1ccc([N+](=O)[O-])cc1
 : 11	-9	1	0	3	3	0.2	20	-5
56. O=[N+]([O-])c1cc(C=NN2CCCCCC2)ccc1Cl
 : 5	6	-4	-1	3	3	-1.1	13	3
57. COc1ccccc1C(=O)Nc1ccc(C(=O)N2CCCCC2)cc1
 : -6	-18	-13	2	10	-3	2.7	-20	11
